# Screens: PubChem, several laboratories
# MEX-5 binding = C. elegans MEX-5 TCR-2 RNA binding activity; Q9XUB2; MEX-5/FITC-TCR2 RNA binding, fluorescence polarization; stronger effect = lower value; activity score (negative = inhibition of binding), % at 10 µM; 300,000 tested, 0.38% active;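 active means inhibition past about -25% in most replicates, and total fluorescence under double the plate's negative control median, limit read from the data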;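 further: 0% = DMSO and -100% = 5 µM competing unlabeled TCR2 RNA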
# Target sequence (Q9XUB2 whole entry, looked up): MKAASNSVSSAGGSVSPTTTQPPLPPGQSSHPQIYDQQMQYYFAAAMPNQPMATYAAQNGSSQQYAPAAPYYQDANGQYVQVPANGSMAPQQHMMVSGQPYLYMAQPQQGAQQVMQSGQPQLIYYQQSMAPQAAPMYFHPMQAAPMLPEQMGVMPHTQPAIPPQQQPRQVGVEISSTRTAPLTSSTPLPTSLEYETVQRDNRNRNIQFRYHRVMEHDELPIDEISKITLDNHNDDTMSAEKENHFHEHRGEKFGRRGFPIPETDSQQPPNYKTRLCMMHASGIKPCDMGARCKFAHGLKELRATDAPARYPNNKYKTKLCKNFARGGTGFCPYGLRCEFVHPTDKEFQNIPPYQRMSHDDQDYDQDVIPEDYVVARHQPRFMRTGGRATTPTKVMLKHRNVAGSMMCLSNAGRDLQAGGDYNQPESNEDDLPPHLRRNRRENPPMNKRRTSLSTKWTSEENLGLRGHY
# Fam108B inh = Fam108B inhibition, counter-screen for RBBP9 inhibitors | inhibition, % at 9.51 µM | recombinant Fam108B, FP-Rh probe fluorescence polarization | 300,000 tested, 0.33% active;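 active means inhibition above the screen mean inhibition plus 3 SD, computed separately per campaign, cut at about 18% in these data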;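 further: inhibitors lower polarization as less probe binds the enzyme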
# AHR act = human AHR activation | P35869 | AHR-responsive luciferase reporter cells, luminescence | activation, % at 5 µM | 320,000 tested, 2.5% active; in the data active means activation above about 47%;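 further: 0% = vehicle wells and 100% = reference agonist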
# pPAFAH FP inh = inhibitors of human plasma PAF acetylhydrolase (pPAFAH). inhibition, % at 3.39 µM. recombinant pPAFAH, FP-rhodamine probe fluorescence polarization. 330,000 tested, 1.5% active. Q13093. AID 463082;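 active means inhibition above the mean inhibition across the screen plus 3 SD, cut at about 25% in these data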;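 further: inhibitors block binding of the rhodamine activity-based probe so polarization drops; 0% = enzyme with DMSO and 100% = wells lacking pPAFAH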
# GLD-1 TGE inh = GLD-1-TGE RNA interaction inhibition (C. elegans); Q17339; inhibition, % at 5.96 µM; 320,000 tested, 0.44% active; purified GLD-1 + fluorescein TGE RNA, fluorescence polarization;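 active means percent inhibition above a per-plate cutoff, the plate mean of test compounds plus 3 SD, cut at about 30% in these data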;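 further: 0% = DMSO wells with GLD-1 and probe and 100% = wells lacking GLD-1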
# MCL1-BIM inh = MCL1-BIM-BH3 interaction inhibition (human); Q07820; GST-MCL1 / FITC-Bim-BH3 fluorescence polarization; inhibition, % at 10.9 µM; 320,000 tested, 0.68% active; AID 2057;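 active means inhibition above the mean inhibition of all tested compounds plus 3 SD, set per campaign, cut at about 40% in these data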;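 further: 0% = DMSO wells and 100% = unlabeled Bim-BH3 peptide control; higher means more loss of mP so more displacement of Bim peptide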
# PME-1 primary = PME-1 (human) inhibition; Q9Y570; recombinant PME-1, FP-Rh probe fluorescence polarization; inhibition, % at 5.9 µM; 320,000 tested, 0.53% active; AID 2130;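 active means inhibition above the campaign mean of all compounds plus 3 SD, cut at about 26% in these data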;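 further: competitive labeling of PME-1 active site by serine hydrolase directed probe; 0% = PME-1 with DMSO and 100% = wells lacking PME-1 enzyme; inhibitors block probe labeling so polarization falls and inhibition rises; many of its hits are not listed in these tables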
# Target sequence (Q9Y570 whole entry, looked up): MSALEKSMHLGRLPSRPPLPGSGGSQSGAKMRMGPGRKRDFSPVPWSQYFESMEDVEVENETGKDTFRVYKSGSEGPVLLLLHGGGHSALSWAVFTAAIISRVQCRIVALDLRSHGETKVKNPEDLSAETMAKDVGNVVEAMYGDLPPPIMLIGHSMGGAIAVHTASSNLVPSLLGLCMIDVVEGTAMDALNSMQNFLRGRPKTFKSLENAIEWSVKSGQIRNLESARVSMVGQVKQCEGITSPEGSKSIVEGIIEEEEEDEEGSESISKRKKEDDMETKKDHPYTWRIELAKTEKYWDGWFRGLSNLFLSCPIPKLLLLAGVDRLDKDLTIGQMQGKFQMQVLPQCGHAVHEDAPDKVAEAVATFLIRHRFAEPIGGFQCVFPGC
# BCLXL inh = Bcl-xL (human) inhibition | Q07817 | GST-Bcl-xL / FITC-Bim BH3 peptide fluorescence polarization | inhibition, % at 10.9 µM | 320,000 tested, 0.7% active | AID 2129;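 active means inhibition above the mean of all tested compounds plus 3 SD, cutoff set per campaign, cut at about 30% in these data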;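 further: 0% = DMSO wells and 100% = unlabeled Bim-BH3 peptide competitor; inhibitors lower millipolarization by displacing the labeled peptide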
# PAFAH1B2 FP inh = blocks human PAF acetylhydrolase 1b catalytic subunit 2; P68402; recombinant PAFAH1B2, FP-rhodamine activity probe, fluorescence polarization; inhibition, % at 3.39 µM; 340,000 tested, 1.2% active;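 active means inhibition above the mean of all tested compounds plus 3 SD, cut at about 24% in these data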;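 further: 0% = enzyme with DMSO and 100% = wells lacking PAFAH1B2; many of its hits are not listed in these tables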
# The depositor's hits bear a star; nt = not tested or not shown.
SMILES	MEX-5 binding	Fam108B inh	AHR act	pPAFAH FP inh	GLD-1 TGE inh	MCL1-BIM inh	PME-1 primary	BCLXL inh	PAFAH1B2 FP inh
CCCCN(CC)Cc1ccc(CNC(=O)Nc2ccccc2)o1	0.2	-2.1	-0.1	3.5	7.2	1.1	4.2	-1.3	6.6
COC(=O)c1ccc(CSc2nnc(CNC(=O)c3ccccc3F)o2)o1	-1.4	0.2	-1.0	1.7	-2.6	-0.6	2.9	-1.6	1.8
COc1ccc(N(CC(=O)Nc2cccc(C)c2)S(=O)(=O)c2c(C)n[nH]c2C)cc1	0.9	-4.7	4.8	3.5	-0.3	-9.7	-5.5	-2.6	0.7
CSc1nsc(/C=C/Nc2ccc(O)cc2C)c1C#N	-0.9	21.2*	7.1	48.0*	70.6*	49.0*	50.6*	60.2*	12.1
NS(=O)(=O)c1ccc(N2CCCCCC2)c([N+](=O)[O-])c1	-0.5	-1.3	17.6	5.3	-0.5	-1.5	0.3	5.8	nt
COC(=O)c1ccc(CSc2nnc(Nc3ccc(C)cc3)s2)o1	1.1	-2.7	4.0	7.9	4.5	5.0	13.3	-1.2	5.9
O=C1C2ON(c3ccccc3)C(c3ccncc3)C2C(=O)N1c1ccc(N2CCOCC2)cc1 (stereo not given)	-1.4	-0.2	0.2	2.5	5.7	-1.9	-4.7	0.0	-5.1
O=C(c1ccco1)[C@@H]1[C@@H]2C(=O)N(c3ccccc3)C(=O)[C@@H]2C2c3ccccc3C=CN21 (stereo not given in full)	-29.6*	6.6	33.1	8.8	69.2*	79.3*	3.0	78.6*	2.3
CC(=O)c1cccc(NC(=O)C2C3C=CC(C3)C2C(=O)O)c1 (stereo not given)	2.9	0.4	1.0	2.7	5.0	-7.4	-6.2	-2.4	-0.9
Cc1ccc(C(=O)c2cc3ccccc3o2)cc1	0.9	-3.1	-1.6	1.1	3.6	1.1	-3.6	1.4	2.7
CN(C)S(=O)(=O)c1ccc(Cl)c(C(=O)OCC(=O)c2ccco2)c1	nt	nt	-0.5	3.1	2.9	nt	nt	nt	0.5
CCN(CC)CCCNC(=S)N1CCC(c2nc3ccccc3[nH]2)CC1	0.6	-4.9	1.0	-0.6	0.4	2.6	-6.6	3.2	2.2
CN1CCN(c2ccccc2NC(=O)c2sc3ccccc3c2Cl)CC1	1.6	-3.3	32.4	1.6	9.1	0.9	-14.2	2.3	-4.2
CCN1C(=O)C(CC(=O)Nc2ccc(OC)cc2)N(CCc2ccc(F)cc2)C1=S (stereo not given)	nt	-2.4	1.9	4.4	9.5	-2.3	-10.5	-0.7	2.6
O=c1o[nH]c(-c2ccccc2)c1N=Nc1c(F)cccc1Cl	-1.8	2.7	36.5	14.8	-2.2	4.9	5.1	4.2	4.3
COc1ccc(CCN(Cc2ccccn2)C(=S)Nc2ccccc2C)cc1OC	3.0	-4.5	1.9	2.6	-3.0	4.8	6.7	4.3	4.3
O=C(c1ccco1)N1CCCN(Cc2nc(-c3ccc4c(c3)OCO4)no2)CC1	0.5	4.7	4.2	0.6	2.6	3.8	-0.2	2.3	-4.6
O=C(Nc1cccc(Cl)c1)c1nc[nH]c1C(=O)NCCN(CCNC(=O)c1[nH]cnc1C(=O)Nc1cccc(Cl)c1)CCNC(=O)c1[nH]cnc1C(=O)Nc1cccc(Cl)c1	nt	nt	3.0	2.0	0.6	nt	nt	nt	-8.4
CCOc1ccc(N(CC(=O)NCCc2ccc(Cl)cc2)S(=O)(=O)c2c(C)[nH]c(=O)[nH]c2=O)cc1	0.8	-0.8	-0.4	5.9	1.0	5.3	-1.0	4.2	28.1*
O=C(CN(C(=O)CSc1nnc(COc2ccccc2)o1)c1ccc(F)cc1)NC1CCCC1	3.1	1.9	-4.0	6.0	2.7	-5.0	2.6	0.0	5.2
CN(Cc1ccc(C(C)(C)C)cc1)C(=O)C1CSC2(C)CCC(=O)N12 (stereo not given)	nt	nt	2.6	-2.1	6.3	-3.1	1.0	0.4	3.2
Cc1ccccc1-c1nc(CS(=O)CC(=O)NCCN2CCOCC2)c(C)o1 (stereo not given)	0.4	5.4	2.4	-1.7	-0.3	-1.4	-7.3	0.3	3.0
CCC1=C(OC(=O)N(CC)CC)N2C(=O)OC(=NCC(=O)OC)[C@]2(C)[C@H]2C1=CC[C@H]1C(=O)N(C)C(=O)[C@H]12	0.3	-4.5	-2.7	-0.5	14.6	14.7	1.1	12.4	-3.2
Cc1ccn2c(CN3CCOCC3)c(-c3ccccc3)nc2c1	-1.9	1.1	3.8	0.3	-4.9	5.9	5.9	1.7	2.1
CC1CCN(C(=O)CN2C(=O)NC(C)(c3ccc4ccccc4c3)C2=O)CC1 (stereo not given)	nt	nt	1.1	0.9	2.1	nt	nt	nt	3.6
COCCNc1nnc(SCC(=O)NC(=O)c2ccccc2OC)s1	-0.4	-1.7	1.6	5.5	-2.2	2.8	3.9	3.0	-0.8
O=C1c2ccccc2C(Nc2ccc(F)c(Cl)c2)N1Cc1ccco1 (stereo not given)	-0.1	1.7	0.4	5.8	3.1	9.9	3.3	1.7	6.9
COC(=O)CCC(=O)c1oc2ccccc2c1N	2.9	9.6	4.1	-2.0	0.1	2.0	2.4	4.5	-1.3
COCCNC(=O)CCc1c(C)nc2c(-c3ccc(F)cc3)c(C)nn2c1C	1.7	3.7	-1.0	-1.8	-4.3	10.8	1.2	6.9	-4.2
N#Cc1ccccc1OCC(=O)Nc1ccc2c(c1)OCCCO2	-0.4	-2.6	-4.0	-9.3	-3.4	-0.2	-4.1	0.1	-4.1
COc1ccc(S(=O)(=O)N2CCOC2CNC(=O)C(=O)NCC(C)C)cc1 (stereo not given)	-1.5	0.2	4.3	3.9	5.3	1.4	-1.9	3.4	-0.1
O=S(=O)(Nc1ccc2cn[nH]c2c1)c1ccccc1	-0.9	4.5	9.1	1.2	0.5	1.8	0.0	2.9	3.4
CN(C)c1cccc(C(=O)NCc2ccccc2)c1	-2.0	-0.5	1.2	-0.7	4.5	3.3	-1.6	2.1	-2.0
Cc1nn(-c2ccccc2)c(N)c1Sc1ccccc1[N+](=O)[O-]	-1.4	-3.0	-0.3	16.6	5.5	1.6	5.6	2.9	-9.2
CCOc1ccc(-c2c[n+]3c(n2-c2ccccc2)CCCCC3)cc1	0.2	-0.8	0.5	-4.5	7.7	6.1	-2.3	-2.2	5.9
O=[N+]([O-])c1ccc(Sc2n[nH]c(-c3ccco3)n2)nc1	-2.2	0.7	-3.8	3.0	5.1	12.3	-5.9	5.5	0.1
O=C(O)CC(CC(=O)Nc1ccc(F)c(Cl)c1)c1ccc(Cl)cc1Cl (stereo not given)	0.3	-3.8	-0.8	3.6	7.4	-3.9	0.8	2.4	3.5
CCOCCCNC(=O)CN1C(=O)c2cccc3cccc1c23	-2.7	0.4	0.9	2.2	2.0	5.8	7.2	6.3	0.4
O=C(NC(=S)Nc1cccc2c(O)cccc12)c1cccc(Br)c1	-0.8	11.0	43.8	8.8	11.5	17.6	20.6	8.1	3.9
Cc1ccc(-c2cc(C(F)(F)F)n3nc(C(=O)N4CCN5CCCC5C4)cc3n2)cc1 (stereo not given)	-2.4	-1.3	-3.2	0.9	4.2	8.1	-4.0	2.8	-1.4
CSc1ccccc1C(=O)N1CCC(n2nccc2NC(=O)C(C)(C)C)CC1	1.8	2.1	0.8	5.4	9.0	2.3	0.6	3.6	2.2
CC(C)c1cc(C(=O)N/N=C/c2cccnc2)n[nH]1	1.9	-0.6	25.1	-4.8	-1.7	9.2	-7.5	1.3	3.7
Cc1ccc(OCCCCNC2CCCC(C)C2C)c(C)c1 (stereo not given)	1.3	1.3	-1.5	0.8	-3.9	5.0	0.2	4.5	-0.5
O=C(/C=C/c1ccccc1[N+](=O)[O-])NCCc1ccc(F)cc1	-0.2	0.9	5.0	-1.7	-4.5	2.5	6.7	0.6	4.7
CCn1cc(/C=C(\NC(=O)c2ccccc2F)C(=O)NCCCn2ccnc2)c2ccccc21	0.1	-0.8	18.0	4.5	2.6	3.5	-3.6	7.3	0.0
Cc1coc2cc3oc(=O)c(CCC(=O)NCCCN4CCOCC4)c(C)c3cc12	0.5	2.6	-0.9	2.1	2.3	6.0	0.6	6.9	6.2
CCC1CCCCN1CCCNC(=O)CSc1nc2nc(C)c(Cc3ccc(C)cc3)c(C)n2n1 (stereo not given)	-0.4	1.3	-1.7	2.6	-7.3	7.4	-3.7	7.9	2.1
CC1=NCCN1S(=O)(=O)c1cc(Cl)ccc1Cl	2.0	-1.3	1.4	-5.1	5.3	9.7	-9.6	5.0	0.9
COc1cc(/C=N/NC(=O)c2ccncc2)ccc1OC(=O)c1ccco1	-0.2	2.8	9.1	-0.7	0.2	8.5	3.1	-0.9	6.1
CC1CN(Cc2cc(=O)[nH]c(C(C)C)n2)CC(C)O1 (stereo not given)	4.2	-3.2	-1.2	-0.5	3.3	-0.5	-2.7	3.7	2.6
CN1CCN(c2nc3ccccn3c(=O)c2/C=C(\C#N)S(=O)(=O)c2ccc(Cl)cc2)CC1	-0.1	-3.7	0.6	-5.3	6.4	13.2	-0.2	13.1	7.5
Cc1ccc(C(=O)NCC(=O)NCC(=O)OCC(=O)c2ccc(Br)cc2)cc1	1.5	-2.9	0.5	-8.7	0.9	54.0*	3.9	4.5	12.5
CC(=O)N1CCN(c2ccc(Oc3ncnc4sccc34)cc2)CC1	-0.6	5.2	17.0	13.9	0.3	-4.5	-1.3	5.1	3.0
CCOC(=O)CC(=O)CSc1ncnc2c1cnn2-c1ccccc1	1.2	1.1	0.7	16.8	6.0	-3.7	-0.2	1.1	1.3
CC(C)(C)C(=O)N1CCN(c2ccc([N+](=O)[O-])c(NCC3CCCO3)c2)CC1 (stereo not given)	-3.1	2.4	7.4	7.1	11.2	-2.3	1.8	-1.0	5.8
CC(=O)c1cccc(NC(=S)NNC(=O)c2ccco2)c1	-1.4	4.4	1.9	23.1	3.5	-0.4	6.7	2.9	2.9
O=C(NCc1ccncc1)C(=O)NCC(c1ccco1)N1CCN(c2ccc(F)cc2)CC1 (stereo not given)	-1.3	3.3	2.0	5.1	1.9	6.5	5.6	-0.4	-0.6
C=CCn1c(C(O)c2ccccc2)nc2ccccc21 (stereo not given)	-0.3	-3.0	1.1	1.4	5.4	9.6	-0.4	3.7	0.2
CCOCc1cnc(C)nc1NCC(=O)c1c(C)[nH]c2ccc(OC)cc12	0.8	0.3	0.6	9.6	1.6	-23.2	2.9	-12.3	-0.6
COc1ccc(S(=O)(=O)N2CCCCC2)cc1NC(=O)c1ccc(Cl)nc1	nt	nt	16.4	-3.1	5.0	-11.8	-1.6	-8.9	4.8
Cc1nc(SCC(=O)N2CC(=O)Nc3ccccc32)nc(C)c1C	-4.3	-1.0	4.2	1.3	-3.5	-0.7	-2.2	0.6	0.8

# An excerpt. The share of hits here may be higher or lower than overall.
